Source: PubChem
Integrin act MD – activators of alpha7 integrin expression for muscular dystrophy | alpha7betagal myoblasts, beta-gal FDG fluorescence, 48 h | Potency, µM (highest dose often 38.3 µM), for inactives: top-dose activation, actives largely listed as activators | hit rate 0.064% among 350,000;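 note: potency is the fitted concentration of half-maximal effect; 100% = response of the positive control SU9516; nearly all actives have a fitted effect of over 60% in size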
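Alpha7betagal+/- myoblasts (passage 13) were plated 16-24 hr, then exposed to compounds (1:260 dilution of DMSO stock) for 48 hours at 37C. After MPER lysis, β-galactosidase reporter activity was read as FDG fluorescence (ex 480/em 540) after 30 minutes.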
A-T KAP1 phos – candidate therapy for ataxia-telangiectasia. […] A-T fibroblasts, KAP-1 phosphorylation AlphaLISA; neocarzinostatin DNA damage 30 min before lysis. Potency, µM (highest dose often 57.5 µM), for the others: at the top dose activation, most hits filed as activators. hit rate 0.19% among 320,000. AID 485349; note: potency is the fitted concentration of half-maximal effect; % of control where 0% means no effect; nearly all actives have a fitted effect of over 45% in size
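hTERT-immortalized A-T patient fibroblasts ([…]), 500 cells/well in OPTI-MEM, 1% FBS, got compounds for 60 min, then NCS for 30 min at 37C. Lysates were then assayed for phospho-KAP-1 by AlphaLISA (anti-pKAP1 donor, anti-KAP1 acceptor beads), 6 hr at 25C.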
KCNH2 WT inh – KCNH2 (human, wildtype) channel inhibition | U2OS, BacMam KCNH2, thallium flux FluxOr; hits give low values | hit rate 0.37% among 340,000 | activity change, % at 1.84 µM;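 active = maximum activity change below -70%; inconclusive = maximum activity change between -70% and -50%; inactive = maximum activity change above -50%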; note: % is set by controls: 0 for no effect and ±100 for the full control effect
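U2OS cells transduced with wild-type KCNH2 virus are loaded with FluxOr dye for 45 min, and thallium flux is measured in kinetic reads before and after stimulation buffer. Rate constants are normalized to DMSO controls.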
TRPV1 ag – activates the human vanilloid receptor TRPV1; TRPV1-expressing cells, Fluo-8 calcium influx, agonist mode; activation, % at 8.33 µM; hit rate 0.19% among 320,000; AID 540275; in the data active = activation above about 80%; inconclusive = between about 30% and that limit; note: 0% is about no effect
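TRPV1-expressing cells were cultured overnight at 35.5C and loaded with Fluo-8 calcium dye for 40 to 90 min at room temperature. After a 10 s baseline, compound was added and calcium influx was read kinetically for 3 min (ex 480/em 520 nm).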
Coupling enz – inhibits coupling enzyme system, counter-screen for aldolase hits | hit rate 0.67% among 290,000 | coupling enzyme system counterscreen, AmpLite Red fluorescence | activity change, negative = inhibition, % at 58.2 µM, hits read low; in the data active = activity change below about -30%; note: % is set by controls: 0 for no effect and ±100 for the full control effect
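Compounds tested against the coupling enzymes alone at 57.5 uM final; readout was AmpLite Red fluorescence (525/598 nm) after 20 min at RT.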
S-ASM inh – blocks human secretory acid sphingomyelinase; placental ASM, HMU-PC fluorogenic substrate, 60 min; hit rate 0.006% among 340,000; Potency, µM (doses to about 57.5 µM), for inactives: at the top dose activity change, negative = inhibition, most hits filed as inhibitors; P17405; note: potency is the fitted concentration of half-maximal effect
Target sequence (P17405 47-631 limits assumed): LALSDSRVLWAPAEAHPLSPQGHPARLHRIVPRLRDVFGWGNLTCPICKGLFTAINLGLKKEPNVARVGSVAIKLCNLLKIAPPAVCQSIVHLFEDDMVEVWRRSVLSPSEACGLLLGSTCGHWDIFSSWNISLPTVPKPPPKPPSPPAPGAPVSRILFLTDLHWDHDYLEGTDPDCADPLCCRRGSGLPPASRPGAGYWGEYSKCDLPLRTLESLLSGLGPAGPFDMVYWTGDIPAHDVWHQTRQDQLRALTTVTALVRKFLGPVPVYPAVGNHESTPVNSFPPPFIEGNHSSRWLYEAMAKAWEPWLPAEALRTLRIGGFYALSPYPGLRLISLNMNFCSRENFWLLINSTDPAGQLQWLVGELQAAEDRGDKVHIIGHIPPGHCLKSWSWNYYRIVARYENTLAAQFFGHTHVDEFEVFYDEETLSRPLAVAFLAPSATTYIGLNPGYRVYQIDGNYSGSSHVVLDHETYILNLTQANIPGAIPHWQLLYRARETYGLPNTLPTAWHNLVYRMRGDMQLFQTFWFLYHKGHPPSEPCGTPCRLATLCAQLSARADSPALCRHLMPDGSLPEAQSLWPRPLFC
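HMU-PC0 cleavage (9 uM final) by human placental ASM, 60 min at 37 °C following 10 min compound exposure at RT; stopped at pH 10, fluorescence Ex 386/Em 447 nm.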
MLL CXXC-DNA inh – inhibitors of human MLL CXXC domain-DNA interaction. Potency, µM (doses to about 115 µM), for inactives: at the top dose activity change, negative = inhibition, most hits filed as inhibitors. MLL-CXXC / FITC-HOXA9 DNA fluorescence polarization. AID 2662. hit rate 0.037% among 290,000. Q03164; active = well fitted inhibition curve with a large enough effect in the polarisation, with a control signal flat, not every such curve was filed as active; inconclusive = small, poorly fitted or top-dose-only effect, or effect the other way, or a change in a side signal; inactive = no such curve, though single readings can be large or run the other way; the % refers to the polarisation; note: potency is the fitted concentration of half-maximal effect
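Purified MLL-CXXC (added from a 7 uM solution) was preincubated 5 min at ambient with pinned compounds in 50 mM Tris-HCl pH 7.5, 50 mM NaCl, 1 mM DTT, 0.05% BSA. Fluorescein-labeled HOX-A9 DNA (50 nM solution) followed, 30 min, then polarization read.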
KCNH2 3.1 block – blocks the human KCNH2 3.1 channel isoform; activity change, % (tested at about 1.8 µM); U2OS KCNH2 3.1, thallium flux FluxOr; hits give low values; hit rate 0.95% among 340,000; AID 720553;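 active = maximum activity change below -70%; inconclusive = maximum activity change from -70% to -50%; inactive = maximum activity change above -50%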;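 note: thallium influx rate constant from kinetic fluorescence after stimulation buffer; % is set by controls: 0 for no effect and ±100 for the full control effect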
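Normalized rate constant (relative to positive and negative DMSO controls) derived from a 2 min kinetic fluorescence read after stimulation; U2OS cells expressing the 3.1 isoform via virus at 1.77 x 10^8 /mL.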
GALK inh – inhibitors of human galactokinase. P51570. Purified GALK, Kinase-Glo residual ATP luminescence. Potency, µM (series often up to 57.5 µM), for inactives: at the highest dose activity change, negative = inhibition, actives largely listed as inhibitors. hit rate 0.007% among 270,000. AID 1868; note: potency is the fitted concentration of half-maximal effect; % is set by controls: 0 for no effect and ±100 for the full control effect
Target sequence (P51570 whole entry, looked up): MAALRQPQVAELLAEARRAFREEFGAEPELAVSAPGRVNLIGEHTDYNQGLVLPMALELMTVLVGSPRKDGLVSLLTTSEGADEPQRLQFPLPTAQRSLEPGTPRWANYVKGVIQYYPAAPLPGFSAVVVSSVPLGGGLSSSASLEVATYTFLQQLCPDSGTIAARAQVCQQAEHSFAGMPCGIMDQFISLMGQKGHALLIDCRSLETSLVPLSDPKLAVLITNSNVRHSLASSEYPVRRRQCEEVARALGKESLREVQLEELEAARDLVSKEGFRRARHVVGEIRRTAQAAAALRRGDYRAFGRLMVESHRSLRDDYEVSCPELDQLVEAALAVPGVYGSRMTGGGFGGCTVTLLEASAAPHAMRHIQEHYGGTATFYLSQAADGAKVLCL
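Kinase-Glo Plus luminescence measured ATP left after a 1 h room-temperature reaction. The reaction used 5 nM GALK, 100 uM galactose and 35 uM ATP at pH 8.0 (20 mM HEPES, 5 mM MgCl2, 60 mM NaCl, 1 mM DTT, 0.01% BSA).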
MBNL1-CUG inh – MBNL1-poly(CUG) RNA binding inhibition; Q9NR56; TR-FRET MBNL1-His/biotin-(CUG)12 binding, 665/545 ratio; Potency, µM (top dose mostly 57.5 µM), for inactives: top-dose activity change, negative = inhibition, usual class: inhibitors; hit rate 0.036% among 280,000; AID 2675; active = well fitted inhibition curve with a large enough effect in the signal ratio, with a control signal flat, not every such curve was filed as active; inconclusive = small, poorly fitted or top-dose-only effect, or effect the other way, or a change in a side signal; inactive = no such curve, though single readings can be large or run the other way; the % refers to the signal ratio; note: potency is the fitted concentration of half-maximal effect; % is set by controls: 0 for no effect and ±100 for the full control effect
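Compound titration spanned 92 nM–58 uM against the MBNL1-His/biotin-(CUG)12 complex. After 60 min at room temperature with 5 nM streptavidin-XL665 and 0.055 ng/ul terbium anti-His, ratiometric 665/545 nm emission (Ex 340 nm) normalized to controls.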
Starred values were filed as active, the others as inactive; ? = inconclusive; . = no result given; [ ] = remark or other dose. Unless noted, calls come from the whole dose curve; as a rule, active = well fitted curve in the direction sought with a large enough effect; inconclusive = small, poorly fitted or top-dose-only effect, or another doubt; inactive = no such curve, though single readings can be large; an effect the other way counts as inactive or inconclusive.

SMILES	Integrin act MD	A-T KAP1 phos	KCNH2 WT inh	TRPV1 ag	Coupling enz	S-ASM inh	MLL CXXC-DNA inh	KCNH2 3.1 block	GALK inh	MBNL1-CUG inh
COCCCNC(=O)Cn1c(=O)n(Cc2ccccc2Cl)c(=O)c2cc(OC)c(OC)cc21	29%	-5%	-9	2	0	-1%	3%	5	0%	-2%
Cc1ccccc1NC(=O)Nc1nnc(CC(=O)NCc2ccccc2)s1	12%	9%	4	-4	2	1%	3%	-1	.	?
O=C(NC(=O)N1CCN(C(c2ccccc2)c2ccccc2)CC1)c1ccccc1	3%	-23%	11	29	4	-3%	-14%	-10	-1%	-9%
CC(C)C1C(C#N)=C(N)Oc2n[nH]c(-c3ccccc3)c21 (stereo not drawn)	-26%	0%	25	0	-1	-1%	1%	8	-2%	-2%
O=C(c1ccco1)N(Cc1cccc(Cl)c1)C1CCS(=O)(=O)C1 (stereo not drawn)	16%	3%	4	-3	-3	2%	3%	-29	-1%	4%
Cc1ccc(NC(=O)C2CCN(S(=O)(=O)c3ccc4c(c3)NC(=O)C(C)S4)CC2)c(C)c1 (stereo not drawn)	?	-9%	9	1	.	-9%	19%	-8	-4%	-2%
COc1ccc2c(Cl)c(C(=O)N/N=C/c3ccncc3)sc2c1	22%	2%	-7	?	1	-14%	5%	-7	-2%	12%
Cc1ccccc1NC(=S)NCc1ccc(Cl)cc1	-15%	1%	6	6	2	-1%	7%	2	0%	.
CS(=O)(=O)c1cccc(C(=O)NCc2ccc(F)cc2)c1	-16%	-3%	-5	4	-2	0%	11%	10	-4%	3%
O=C(CCSc1nc(-c2ccco2)cc(C(F)(F)F)n1)NCCc1ccccc1	7%	4%	7	13	1	-1%	16%	-4	0%	3%
CN(C)/C=C/C(=O)/C=C/c1ccc(Cl)cc1Cl	1%	5%	-7	0	-1	-3%	-6%	-12	-1%	?
NC(=O)c1cc2ccncc2c2ccccc12	21%	1%	11	1	6	-3%	-11%	6	1%	6%
COC(=O)c1cc(C(=O)Nc2cc(C)ccn2)cc([N+](=O)[O-])c1	13%	-2%	-1	5	0	3%	3%	0	0%	?
COc1cccc(/C=C/C(=O)c2ccc(NS(=O)(=O)c3ccc(C)cc3)cc2)c1	-48%[inhibitor]	0%	0	-1	1	-21%	-5%	-17	-1%	.
Cc1cc([N+](=O)[O-])cnc1N1CCOCC1	-6%	3%	-31	2	-1	-3%	-1%	.	.	36%[activator][11.5 µM]
CCCCn1c(N)c(N(CCOC)C(=O)CCNC(=O)NC23CC4CC(CC(C4)C2)C3)c(=O)[nH]c1=O	-31%	.	-2	.	.	32%[activator]	.	-14	.	.
O=C(NCCN1CCOCC1)c1ccc(Cl)c(S(=O)(=O)N2CCCCC2)c1	-8%	4%	8	-7	-1	4%	-1%	0	-1%	-16%
N#CCCN(Cc1cccnc1)C(=S)NC(=O)c1ccccc1	-8%	7%	-5	.	.	4%	.	15	.	.
COc1cccc(CN2CC(C(=O)NC3CCCCCC3)CCC2=O)c1 (stereo not drawn)	0%	28%	2	2	.	5%	5%	-7	6%	-5%
O=[N+]([O-])c1cccnc1NCc1cccs1	-3%	1%	8	19	-14	-4%	-3%	3	0%	?
COCCNC(=O)C1CCC(Cn2c(=S)[nH]c3ccccc3c2=O)CC1 (stereo not drawn)	1%	7%	-4	3	0	0%	6%	5	2%	-4%
O=C(/C=C/c1cccc([N+](=O)[O-])c1)N1CCN(Cc2ccccc2)CC1	30%	-2%	-1	?	2	1%	-9%	2	4%	?
COc1ccc(CN(C)C(=O)c2[nH]c(C)c(C(C)=O)c2C)cc1F	1%	-1%	0	1	3	-1%[11.5 µM]	12%	20	6%	-2%
O=C(NCCN1CCOCC1)c1cccc(Cl)c1	1%	0%	-19	4	3	0%	2%	-23	-3%	?
Cc1ccc(-c2csc3nc4cc(C(=O)NC5CCC(O)CC5)ccc4c(=O)n23)cc1 (stereo not drawn)	20%	-9%	-8	?	-1	232%[activator]	2%	9	-1%	41%[activator]

The closing two entries of the section above come first, to join the parts:
SMILES	Integrin act MD	A-T KAP1 phos	KCNH2 WT inh	TRPV1 ag	Coupling enz	S-ASM inh	MLL CXXC-DNA inh	KCNH2 3.1 block	GALK inh	MBNL1-CUG inh
O=C(NCCN1CCOCC1)c1cccc(Cl)c1	1%	0%	-19	4	3	0%	2%	-23	-3%	?
Cc1ccc(-c2csc3nc4cc(C(=O)NC5CCC(O)CC5)ccc4c(=O)n23)cc1 (stereo not drawn)	20%	-9%	-8	?	-1	232%[activator]	2%	9	-1%	41%[activator]
O=C(COC(=O)c1ccc[nH]c1=O)Nc1cc(S(=O)(=O)N2CCCCCC2)ccc1Cl	6%	4%	4	-2	.	-1%	.	4	.	.
COc1ccc(C(=O)CN2C(=O)c3ccccc3S2(=O)=O)cc1Br	19%	-9%	-14	-2	.	5%	-7%	-23	-7%	26%
CCC(C)N(C(=O)c1csnn1)C(C(=O)NCc1ccc(F)cc1)c1ccco1 (stereo not drawn)	-7%	7%	-5	1	1	2%	-1%	-4	6%	-6%
O=C(CCN1C(=O)C2C3CCC(C3)C2C1=O)OCC(=O)c1ccc(Br)cc1 (stereo not drawn)	-15%	1%	-4	-3	-1	-1%	0%	-21	-1%	4%
Cc1ccc2[nH]c(=O)c(CN(Cc3cccnc3)Cc3nnnn3CCN3CCOCC3)cc2c1	-55%[inhibitor]	-4%	5	-2	0	7%	15%	-7	-6%	-7%
CCCc1cc(=O)oc2c(C)c(O)c(CN3CCCCC3)cc12	2%	30%	2	-4	1	.	-2%	-5	5%	15%
CN1CC(=O)N2Cc3[nH]c4ccccc4c3C[C@H]2C1=O	0%	-1%	-4	4	0	-1%	-2%	-11	.	-6%
COc1ccc(Cl)cc1C(=O)OCC(=O)N(CC(C)C)c1c(N)n(Cc2ccccc2)c(=O)[nH]c1=O	2%	9%	1	0	.	6%	.	-3	.	.
O=C1C=C(c2ccccc2)CC(c2ccc(F)cc2)C1 (stereo not drawn)	-3%	.	-7	.	.	-2%	.	0	.	.
Cc1cccc(N2C(=O)/C(=C\c3ccc(C(=O)O)cc3)c3ccccc3C2=O)c1	-26%	4%	-1	-1	0	99%[activator]	0%	8	1%	-4%
Cc1ccccc1NC(=O)CSc1nn2c(=O)c(C)nnc2s1	1%	0%	-15	6	-5	2%	-7%	-20	0%	2%
CN1c2ccccc2C(C)(C)C12C=Nc1c(ccc3ccccc13)O2 (stereo not drawn)	-48%[inhibitor]	4%	-11	1	-78*	-3%	0%	-8	-2%	?
Cc1cccc(S(=O)(=O)c2c(C)cc(C)nc2Cl)c1	4%	-1%	-4	2	-4	-4%	3%	29	1%	-5%
COc1ccc(NC(=O)CSc2nc(O)cc(=O)n2-c2ccccc2)cc1	18%	7%	-12	-1	.	-1%	11%	-23	-7%	0%
COc1ccc(-c2nc(C#N)c(N3CCN(c4ccccc4)CC3)o2)cc1	-4%	-4%	9	0	0	-3%	7%	3	0%	-7%
O=C(NCC(=O)N1CCCCCC1)c1ccc(Cl)cc1	43%	15%	-9	-2	3	1%	-4%	20	0%	-1%
C[C@H](O)[C@@H](C(=O)N1CCN(C(=O)OC(C)(C)C)CC1)n1cc(CCCCNC(=O)OC(C)(C)C)nn1	-7%	10%	-1	-2	2	-2%	-9%	-9	0%	-4%
Cc1[nH]c(=S)[nH]c(=O)c1Cc1ccc(OCC(C)C)cc1	30%	4%[11.5 µM]	4	12	-1	2%	2%	21	1%	23%
COCCOc1cc(NC(=O)c2sccc2Oc2ccc([N+](=O)[O-])cc2F)c(Cl)cc1Cl	7%	-1%	4	2	-5	-5%	11%	-28	0%	8%
CCC(C)(C(=O)NC1CCCCC1)N(C(=O)C1CCC(=O)N1)c1ccc(C)cc1 (stereo not drawn)	0%	7%	8	1	2	6%	1%	10	0%	-9%
CCCOC(=O)C1=C(C)NC(=O)NC1c1cc2c(cc1Br)OCO2 (stereo not drawn)	28%	4%	11	-6	2	-1%	-1%	-6	-4%	0%
O=C(O)C1CC=CCC1C(=O)Nc1cccc([N+](=O)[O-])c1 (stereo not drawn)	-5%	-1%	-4	1	2	0%	-16%	4	-3%	?
O=C(NCCCl)Nc1cccnc1Cl	0%	-1%	-6	1	0	3%	7%	1	-1%	-3%

A few values from above:
`CN1CC(=O)N2Cc3[nH]c4ccccc4c3C[C@H]2C1=O` – TRPV1 ag: 4
`O=C(NCCCl)Nc1cccnc1Cl` – Integrin act MD: 0%
`O=C1C=C(c2ccccc2)CC(c2ccc(F)cc2)C1` (stereo not drawn) – KCNH2 3.1 block: 0
`CCCOC(=O)C1=C(C)NC(=O)NC1c1cc2c(cc1Br)OCO2` (stereo not drawn) – MBNL1-CUG inh: 0%
